STAT3 activator: STAT3 signaling activation; AID 871; U3A cells, IL-6 STAT3-luciferase reporter, luminescence; 100% = signal with IL-6 EC80 alone; activation (% of control), % at 5.6 µM; 0.91% of 190,000 active;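 active means activation above the screen-wide mean of compound activation plus 3 SD, cut at about 130% in these data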;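 further: 0% = background luminescence of wells with medium and substrate only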
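Material: human U3A cells carrying STAT3-luciferase construct. Measured by: reporter luminescence signal. Timing: compound 1 h, then IL-6 6 h at 37 °C.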
APP 5'UTR act: APP 5'UTR luciferase reporter activation. SH-SY5Y APP 5'UTR luciferase reporter, luminescence; zero percent = DMSO vehicle wells. activation, % at 2 µM. 1% of 190,000 active. AID 1276;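 active means activation above a set limit, based on mean plus 3 SD of controls, cut at about 140% in these data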; further: values of inactives mirror those of a sister screen read the other way
STAT3 inh: inhibitors of IL-6 induced STAT3 signaling; inhibition, % at 5.5 µM; U3A cells, IL-6 STAT3-luciferase reporter, luminescence; host cell line lacks STAT1; 0.89% of 190,000 active;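 active means inhibition above the mean inhibition across all screened compounds plus 3 SD, cut at about 44% in these data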;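 further: 0% = DMSO only wells and 100% = 100 µM nifuroxazide control wells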
RAM network inh: inhibitors of the yeast RAM network; S. cerevisiae dse1pr::URA3 reporter, 5-FOA growth OD615, 2 d; analog-sensitive cbk1-as2 kinase mutant strain; inhibition, % at 50 µM; 1.8% of 190,000 active; AID 868;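 active means inhibition above a set limit, 3 SD over mean compound inhibition, cut at about 8.4% in these data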;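 further: 0% = DMSO-only wells with no growth and 100% = 10 µM 1-NA-PP1 full growth; inhibition rescues growth on 5-FOA so higher OD means more RAM inhibition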
NF-kB neuron act: compounds increasing NF-kB expression in human neuronal cells; fold change at 12.5 µM; 1.6% of 190,000 active; NF-kB reporter expression; active compounds read high; AID 1239; in the data active means fold change above about 3.3
Hsp70 activator: transcriptional activators of Hsp70 | HeLa Hsp70 promoter luciferase reporter, luminescence; scaled: vehicle 0, proteasome-inhibitor control 100% | activation, % at 10 µM | 0.04% of 200,000 active | AID 1203;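 active means activation above the mean across all tested compounds plus 3 SD, cutoff set per campaign, cut at about 5.5% in these data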;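 further: 100% = MG132 at 30 µM as the positive control and 0% = DMSO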
STAT1 activator: activators of IFN-gamma induced STAT1 signaling | NIH 3T3 STAT1-luciferase reporter, luminescence; 100% = IFN-gamma alone, no compound | activation (% of control), % at 5.5 µM | 2.6% of 200,000 active | AID 932;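 active means activation above the screen-wide mean activation plus 3 SD, cut at about 130% in these data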;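 further: raw ratio to IFN-gamma control signal so 100% means no change and 0% no light; values of inactives mirror those of a sister screen read the other way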
STAT1 blocker: STAT1 signaling inhibition; NIH 3T3 STAT1-luciferase reporter, IFN-gamma, luminescence; inhibition, % at 5.5 µM; 0.35% of 200,000 active;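 active means inhibition above a set limit, the mean inhibition across all tested compounds plus 3 SD, cut at about 34% in these data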;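 further: 0% = IFN-gamma with DMSO and 100% = IFN-gamma with 300 µM nifuroxazide; values of inactives mirror those of a sister screen read the other way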
FLuc inh counter: inhibits firefly luciferase, flagging false hits in luciferase inhibition screens. P08659. ATPLite firefly luciferase biochemical luminescence, 10 min. inhibition, % at 10 µM. 1.5% of 200,000 active. AID 1006;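 active means inhibition above about 50% when tested at 10 µM, limit read from the data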
Target sequence (P08659 whole entry, looked up): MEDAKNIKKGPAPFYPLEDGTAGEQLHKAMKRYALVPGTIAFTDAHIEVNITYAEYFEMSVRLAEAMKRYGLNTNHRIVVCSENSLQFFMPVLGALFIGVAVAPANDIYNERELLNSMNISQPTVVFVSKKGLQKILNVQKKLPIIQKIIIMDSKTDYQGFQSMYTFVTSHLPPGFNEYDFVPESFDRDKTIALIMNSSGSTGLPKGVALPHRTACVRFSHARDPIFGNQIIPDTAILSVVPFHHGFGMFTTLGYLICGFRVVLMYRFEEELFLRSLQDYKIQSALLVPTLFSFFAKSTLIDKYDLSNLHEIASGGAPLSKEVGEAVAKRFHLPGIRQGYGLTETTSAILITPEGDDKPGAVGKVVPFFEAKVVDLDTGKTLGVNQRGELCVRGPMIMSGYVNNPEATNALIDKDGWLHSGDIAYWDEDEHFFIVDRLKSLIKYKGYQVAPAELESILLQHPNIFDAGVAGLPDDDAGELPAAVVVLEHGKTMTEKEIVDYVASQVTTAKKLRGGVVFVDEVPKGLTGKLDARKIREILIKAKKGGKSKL
APP transl inh: APP translation inhibition; SH-SY5Y APP 5'UTR-luciferase reporter, luminescence; inhibition, % at 2 µM; 0.82% of 190,000 active; AID 1285;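 active means inhibition above a set limit, derived from the sample mean plus 3 SD, cut at about 45% in these data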; further: values of inactives mirror those of a sister screen read the other way
* hit, by the source's call; x = not tested or not shown.

SMILES | Hsp70 activator | NF-kB neuron act | STAT1 activator | STAT3 inh | STAT3 activator | APP 5'UTR act | APP transl inh | RAM network inh | FLuc inh counter | STAT1 blocker
O=C(N/N=C/c1ccco1)c1ccc(N2CCCC2=O)cc1 | -0.2 | 1.2 | 99 | -5 | 100 | 11 | -11 | 2.6 | -3 | 1
O=C(CCCc1cccs1)N1CCN(S(=O)(=O)c2ccccc2Br)CC1 | -0.2 | 0.89 | 96 | 6 | 98 | 0 | 0 | 5.7 | -5 | 4
Cc1[nH]c2ccc(-c3nnc(SCC(=O)NCc4ccco4)n3Cc3ccccc3)cc2c1C | -0.4 | 0.73 | 102 | 4 | 97 | -3 | 3 | 2.1 | -2 | -5
Cc1ccc(-n2c(C)cc(/C=N/NC(=O)c3ccncc3)c2C)c(C)c1 | -0.1 | 0.86 | 106 | -3 | 112 | -14 | 14 | 0.7 | 18 | -2
CC(CCc1ccccc1)NC(=O)c1cccnc1 (stereo unspecified) | -0.2 | 1.2 | 107 | 2 | 102 | -4 | 4 | 0.9 | -3 | -8
Cn1cccc1CNC(=S)Nc1ccccc1Cl | -0.1 | 1.2 | 102 | 0 | 105 | 15 | -15 | -0.6 | 1 | -1
COc1cc2cc(C(=O)O)[nH]c2c(OC)c1OC | -0.5 | 1.3 | 103 | 6 | 100 | 10 | -10 | 2.0 | -4 | -4
Fc1ccc(/C=N/NC(=S)Nc2cccnc2)cc1 | -0.1 | 1.3 | 116 | 22 | 88 | -13 | 13 | 1.9 | 4 | -17
Cc1nc(C(=O)N(C)C)nn1-c1cc(Cl)ccc1Cl | -0.2 | 1.1 | 97 | 11 | 98 | 12 | -12 | 0.0 | -7 | -2
CCC(C)NC(=O)CSc1nnc(-c2c[nH]c3ccccc23)o1 (stereo unspecified) | 0.4 | 1.2 | 105 | 6 | 101 | 5 | -4 | 0.4 | -3 | -7
COCCNC(=O)C(C)N(c1ccc(OC)cc1)S(C)(=O)=O (stereo unspecified) | -0.4 | 1.1 | 95 | 3 | 98 | -12 | 12 | 0.8 | -2 | 6
Clc1ccc(-c2cc(C3CCNCC3)[nH]n2)cc1 | -0.1 | 0.89 | 121 | 1 | 101 | 5 | -5 | -0.7 | 0 | -24
COc1ccc(C/C(C)=N/NC(=S)Nc2ccccc2)cc1 | 0.3 | 1.1 | 107 | -9 | 108 | 47 | -47 | 3.5 | -2 | -8
O=C1C2C(C(=O)N1c1ccc3c(c1)OCO3)C1C=CC2C12CC2 (stereo unspecified) | -0.2 | 1.2 | 101 | 2 | 102 | 9 | -9 | 0.6 | 8 | -1
COc1ccc(Cl)cc1NC(=O)COC(C)=O | -0.3 | 1.1 | 105 | 9 | 96 | 23 | -23 | 0.4 | -8 | -6
CCCCOc1ccc(C(=O)Nc2ccc(SC(F)F)cc2)cc1OC | -0.1 | 1.1 | 103 | -11 | 107 | 7 | -7 | 8.2 | -5 | -3
COCCNC(=O)[C@@]1(Cc2ccccc2)C=C[C@@H](C)N1C(C)=O | 1.1 | 1.5 | 115 | -1 | 99 | 2 | -2 | -0.3 | 5 | -16
O=C(c1ccc2c(c1)OCCO2)C1CCN(S(=O)(=O)c2ccc(F)cc2)CC1 | 0.0 | 0.93 | 110 | 2 | 103 | -12 | 12 | 2.6 | -6 | -11
COc1ccccc1OCCn1cc(C(=O)c2ccco2)c2ccccc21 | 0.6 | 0.56 | 103 | 8 | 96 | 2 | -2 | 8.8* | -5 | -4
Cc1ccc(C2=NN(S(C)(=O)=O)C(c3ccc4nccnc4c3)C2)cc1 (stereo unspecified) | -0.2 | 2 | 123 | -6 | 103 | 17 | -17 | 4.8 | 4 | -22
CCOC(=O)C1CN(S(=O)(=O)c2ccc(OC)cc2)c2cc(S(=O)(=O)CC)ccc2O1 (stereo unspecified) | -0.4 | 1.1 | 94 | 14 | 91 | -10 | 10 | 2.8 | -1 | 6
Cc1cccc(C)c1OCC(=O)NCc1nnc(SCC(=O)NC2CCCCC2)n1C | -0.3 | 0.93 | 81 | 3 | 101 | 5 | -5 | 0.4 | -9 | 7
Cc1ccc(CSc2ncnc3c2cnn3-c2ccc(C)cc2)cc1 | 2.2 | 1.6 | 100 | 0 | 101 | 26 | -26 | 9.5* | -4 | 0
COc1cc(CC(=O)OCC(=O)Nc2ncc(Cl)cc2Cl)cc(OC)c1OC | -0.5 | 1.4 | 101 | 8 | 101 | 8 | -8 | 1.1 | -6 | -1
COc1cccc(-c2nnc(NC(=O)c3ccc(Cl)s3)o2)c1 | -0.2 | 0.73 | 106 | -4 | 104 | 2 | -2 | -0.3 | 4 | -7
O=C(Nc1ccc(Cl)cn1)C1COc2ccccc2O1 (stereo unspecified) | 0.1 | 1.5 | 109 | -9 | 109 | 51 | -51 | 2.0 | 18 | -11
CC(=O)Nc1cc(C(=O)OCc2cccc([N+](=O)[O-])c2)ccc1C | -0.3 | 0.9 | 107 | 12 | 93 | -12 | 12 | 1.8 | -6 | -9
O=C(Nc1ccc(Cc2ccncc2)cc1)c1ccc(S(=O)(=O)N2CCOCC2)cc1 | -0.1 | 0.51 | 87 | 70* | 45 | 12 | -12 | 3.0 | -8 | 14
CCC(C)NC(=O)c1ccccc1NC(=O)c1ccc(CSc2ccc(C)cc2)cc1 (stereo unspecified) | 0.1 | 1.2 | 94 | 1 | 108 | -2 | 2 | 7.2 | -4 | 2
CCNc1nc(NCC)nc(SCCOC(=O)Nc2ccccc2)n1 | -0.2 | 0.73 | 101 | -5 | 107 | -7 | 7 | -0.7 | -2 | -1
O=C(c1cc(-c2ccccc2Cl)on1)N1CCN(C(=O)c2ccco2)CC1 | -0.1 | 1.4 | 92 | 5 | 99 | -8 | 8 | 0.3 | 8 | 9
COc1cccc(/C=C/C(=O)c2cccc([N+](=O)[O-])c2)c1 | 0.0 | 1.2 | 104 | 20 | 89 | -5 | 5 | 0.9 | 6 | -4
CCCCC(CC)C(=O)Oc1ccc(O)c(C(C)(C)C)c1 (stereo unspecified) | -0.1 | 1.4 | 110 | 4 | 99 | 1 | -1 | 1.6 | 2 | -11
O=C(Cc1ccc(-n2cccc2)cc1)N1CCc2ccccc21 | -0.2 | 1.3 | 112 | 16 | 90 | 15 | -15 | 4.0 | -1 | -13
Cc1ccccc1C(=O)N1CCC(C(=O)Nc2ccc3c(c2)OCO3)CC1 | -0.5 | 0.98 | 106 | -1 | 99 | -6 | 6 | 0.0 | -4 | -7
COc1ccc2c(c1OC)C(=O)OC2Nn1cncn1 (stereo unspecified) | -0.1 | 1.2 | 99 | 2 | 102 | 3 | -3 | 1.2 | -6 | 1
Cc1cc([N+](=O)[O-])ccc1NC(=O)CN1C2CCC1CC(NC(=O)NC13CC4CC(CC(C4)C1)C3)C2 (stereo unspecified) | -0.4 | 0.97 | 84 | 23 | 82 | -10 | 10 | -1.0 | -6 | 16
CCOC(=O)Oc1ccc2oc(=O)cc(C)c2c1 | -0.2 | 1.4 | 102 | 2 | 102 | 10 | -10 | 0.7 | -2 | 0
CN(C)N1C(N)=C(C#N)C(c2cccc3ccccc23)C2=C1CC(c1ccccc1)CC2=O (stereo unspecified) | -0.2 | 0.85 | 96 | -8 | 105 | 3 | -3 | 5.8 | 0 | 4
COc1ccc(CNc2nc(-c3cccnc3)nn2C(=O)CC(C)C)cc1 | 0.0 | 0.99 | 98 | 11 | 92 | 7 | -7 | 0.8 | -4 | 1
O=C(O)COn1c(-c2ccc(Cl)cc2)nc2ccc(Cl)cc21 | 0.1 | 1.8 | 113 | -6 | 112 | 21 | -21 | 4.8 | 27 | -15
O=C(CCCc1ccccc1)NCc1cn2ccsc2n1 | 0.1 | 1.2 | 102 | 5 | 100 | 14 | -14 | 0.7 | -6 | -2
O=C(c1cccc(C(F)(F)F)c1)C1CCCN(Cc2cccn2-c2ccccn2)C1 (stereo unspecified) | -0.6 | 0.84 | 87 | 0 | 105 | 3 | -3 | 1.1 | 0 | 14
O=C(O)CC/C(=C\c1ccc(Cl)c([N+](=O)[O-])c1)c1nc2ccccc2s1 | -0.2 | 1.2 | 102 | -1 | 101 | 18 | -18 | 11* | 0 | -2
CCN1CCN(CC(=O)c2cc(OC)c(OC)c(OC)c2)CC1 | -0.2 | 1 | 117 | 11 | 96 | -1 | 1 | 1.1 | -8 | -20
CCCNc1nc(OCC(F)(F)F)nc(OCC(F)(F)F)n1 | -0.1 | 1.2 | 99 | -4 | 104 | 14 | -14 | 0.5 | -6 | 1
Nc1ccc2c(c1)C(=O)Cc1ccccc1S2 | -0.1 | 1.3 | 92 | 0 | 101 | -8 | 8 | 3.5 | -6 | 8
CCOc1nc(NCCO)nc(NCCC2=CCCCC2)n1 | -0.5 | 1.2 | 103 | 0 | 101 | -6 | 6 | 0.5 | -6 | -3
COc1ccc(CNC(=O)c2coc(=O)c3ccccc23)c(OC)c1 | -0.1 | 0.88 | 112 | -6 | 106 | -12 | 12 | 1.7 | -8 | -15
COc1ccc(Cl)cc1-c1nc(SCC(=O)NCCN2C(=O)CSC2=O)n[nH]1 | -0.1 | 1.1 | 98 | 0 | 99 | 1 | -2 | 0.3 | -3 | 3
O=C(Nc1ccccc1)C1=C[C@@H](c2coc3ccccc3c2=O)C[C@@H](OCc2ccc(CO)cc2)O1 | -0.2 | 0.97 | 98 | x | x | 8 | -8 | 5.3 | -7 | 3
Cc1csc(NC(=O)CSc2nnc(C)n2Cc2ccco2)n1 | -0.3 | 1 | 100 | 2 | 104 | -4 | 4 | 0.7 | -2 | 0
CCCNc1ncccc1C(N)=O | -0.3 | 1.1 | 106 | 5 | 101 | 26 | -26 | -0.1 | -4 | -6
CCCNC(=O)Nc1nc(CC(=O)OCC)cs1 | -0.3 | 0.93 | 97 | -8 | 109 | 9 | -9 | -0.4 | -2 | 1
Cc1ccc(-c2nc(C=Nc3ccccc3)c(O)o2)cc1 | 0.1 | 2.2 | 121 | 10 | 97 | 41 | -40 | 1.9 | 16 | -22
CCOc1nc(N2CCOCC2)nc(N2CCOCC2)n1 | -0.3 | 1.1 | 93 | 7 | 95 | 21 | -21 | 0.9 | -3 | 6
O=C(CN1C2CCCC1CC(NC(=O)c1ccco1)C2)Nc1ccccc1C(F)(F)F (stereo unspecified) | -0.3 | 1.1 | 99 | 15 | 90 | 17 | -16 | 0.2 | -3 | 1

High-throughput results as filed in PubChem BioAssay.
